S1P4 ag = activates the human S1P4 receptor | S1P4-expressing cell line, agonist reporter assay | O95977 | activation, % at 4.98 µM | AID 1509 | 220,000 tested, 0.35% active; in the data active = activation above about 11%;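 note: 0% = DMSO vehicle and 100% = reference agonist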
S1P4 antagonist = human S1P4 receptor antagonism; O95977; S1P4-expressing cells, antagonist mode, reporter read-out; inhibition, % at 4.98 µM; 220,000 tested, 0.26% active; in the data active = inhibition above about 29%;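 note: 0% = wells stimulated with agonist and 100% = vehicle wells without agonist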
eIF4E 4G PPI = blocks eIF4E binding to eIF4G | P63073+Q04637 | TR-FRET eIF4E-eIF4GI(517-606) binding, 2 h | inhibition, % at 21.7 µM | 220,000 tested, 0.37% active;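 active = inhibition above about 30%, limit read from the data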;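 note: 0% = full FRET control wells and 100% = background wells lacking eIF4GI fragment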
Target sequence (P63073 whole entry, looked up, the tested form may be a part): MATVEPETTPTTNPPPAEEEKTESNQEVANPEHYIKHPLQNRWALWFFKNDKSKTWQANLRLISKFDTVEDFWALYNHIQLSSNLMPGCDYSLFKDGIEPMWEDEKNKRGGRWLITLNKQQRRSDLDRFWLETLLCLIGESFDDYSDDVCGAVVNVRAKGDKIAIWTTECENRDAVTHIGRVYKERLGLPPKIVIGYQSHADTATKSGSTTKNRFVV
Target sequence (Q04637 whole entry, looked up, the tested form may be a part): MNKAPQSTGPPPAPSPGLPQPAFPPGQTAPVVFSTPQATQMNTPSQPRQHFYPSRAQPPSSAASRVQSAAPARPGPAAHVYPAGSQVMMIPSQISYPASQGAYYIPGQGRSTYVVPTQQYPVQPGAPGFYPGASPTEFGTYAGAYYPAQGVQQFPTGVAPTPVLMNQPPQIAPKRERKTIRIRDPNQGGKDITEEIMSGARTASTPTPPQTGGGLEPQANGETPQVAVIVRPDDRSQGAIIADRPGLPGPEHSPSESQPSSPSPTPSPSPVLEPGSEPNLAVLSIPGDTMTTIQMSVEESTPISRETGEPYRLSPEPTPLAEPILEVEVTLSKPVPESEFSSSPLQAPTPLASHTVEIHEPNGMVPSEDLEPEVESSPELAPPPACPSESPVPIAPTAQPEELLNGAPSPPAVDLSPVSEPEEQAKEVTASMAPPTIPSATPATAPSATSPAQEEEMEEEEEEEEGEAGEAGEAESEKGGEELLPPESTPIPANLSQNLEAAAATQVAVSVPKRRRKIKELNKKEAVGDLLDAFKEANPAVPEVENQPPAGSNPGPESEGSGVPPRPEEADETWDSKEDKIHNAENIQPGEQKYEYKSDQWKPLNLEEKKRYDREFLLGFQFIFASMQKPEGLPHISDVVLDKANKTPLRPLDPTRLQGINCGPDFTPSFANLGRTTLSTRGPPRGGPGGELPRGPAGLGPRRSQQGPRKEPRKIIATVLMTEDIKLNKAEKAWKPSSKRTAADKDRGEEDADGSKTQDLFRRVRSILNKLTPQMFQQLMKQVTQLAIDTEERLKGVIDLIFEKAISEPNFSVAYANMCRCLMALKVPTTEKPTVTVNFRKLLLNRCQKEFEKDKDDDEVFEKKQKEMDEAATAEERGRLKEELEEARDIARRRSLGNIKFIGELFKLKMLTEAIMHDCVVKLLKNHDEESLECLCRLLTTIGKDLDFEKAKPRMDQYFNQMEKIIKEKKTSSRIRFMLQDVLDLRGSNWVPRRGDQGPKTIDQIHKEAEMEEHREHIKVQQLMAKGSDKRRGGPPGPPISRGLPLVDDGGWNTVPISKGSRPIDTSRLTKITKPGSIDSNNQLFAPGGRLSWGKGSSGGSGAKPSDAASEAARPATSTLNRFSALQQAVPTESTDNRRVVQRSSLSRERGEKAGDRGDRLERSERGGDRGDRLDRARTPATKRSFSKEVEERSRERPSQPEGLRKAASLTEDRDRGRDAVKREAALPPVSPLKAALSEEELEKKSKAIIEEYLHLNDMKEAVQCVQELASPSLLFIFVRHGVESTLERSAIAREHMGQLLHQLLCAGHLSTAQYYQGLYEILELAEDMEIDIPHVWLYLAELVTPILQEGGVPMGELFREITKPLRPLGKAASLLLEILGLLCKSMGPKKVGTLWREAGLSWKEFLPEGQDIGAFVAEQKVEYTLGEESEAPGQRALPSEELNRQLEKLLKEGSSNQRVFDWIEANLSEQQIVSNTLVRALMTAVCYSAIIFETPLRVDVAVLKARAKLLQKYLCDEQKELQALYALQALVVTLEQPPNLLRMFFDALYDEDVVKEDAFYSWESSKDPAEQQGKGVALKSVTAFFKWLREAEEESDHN
p97 ATPase inh = blocks human p97 ATPase activity; AID 1481; recombinant p97 ATPase, Kinase-Glo ATP luminescence, 3 h; 220,000 tested, 0.42% active; inhibition, % at 8 µM; in the data active = inhibition above about 15%;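 note: 0% = DMSO vehicle and 100% = wells lacking enzyme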
EP2 antag = inhibitors of human EP2 prostaglandin E2 receptor | AID 1422 | inhibition, % at 25 µM | 260,000 tested, 0.52% active | C6 glioma cells expressing human EP2, cAMP TR-FRET; cells stimulated with saturating PGE2;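 active = percent inhibition above 40 after rounding to a whole number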;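 note: rat C6 glioma host cells with rolipram phosphodiesterase inhibitor present; the protocol text gives 20 µM as final concentration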
NPY-Y1 antag = blocks the human neuropeptide Y Y1 receptor. P25929. HEK293-CNG Y1 cells, membrane potential fluorescence; NPY at EC95, then isoproterenol. inhibition, % at 3.6 µM. 200,000 tested, 1% active;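 active = inhibition above the campaign mean inhibition of all tested compounds plus 3 SD, cut at about 20% in these data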;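 note: 0% = DMSO wells given NPY plus isoproterenol and 100% = isoproterenol alone without NPY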
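Test system: HEK293 cells co-expressing NPY Y1 receptor and cyclic-nucleotide gated channel; Also added: NPY (25 nM), isoproterenol (1 µM), Ro 20-1724 (25 µM); Compound dosing: one concentration, 3.6 µM, in 0.4% DMSO; Timing: dye 3 h, compound 60 min room temperature, stimulation 45 min; Technique: Membrane-potential fluorescent dye readout.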
NPY-Y2 PAM-ag = human NPY-Y2 potentiation or agonism, primary screen; 220,000 tested, 0.45% active; activation, % at 3.6 µM; cells expressing NPY-Y2, potentiator/agonist read-out; AID 1359; P49146; in the data active = activation above about 27%;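 note: cells stimulated with NPY near EC25 plus isoproterenol at EC100; 0% = vehicle plus submaximal agonist and 100% = vehicle plus saturating agonist; some results beyond the cut were filed as inactive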
NPY1 pot ag = potentiates or activates human NPY-Y1 receptor | NPY-Y1 expressing cells, potentiator/agonist activation | P25929 | AID 1304 | activation, % at 3.6 µM | 220,000 tested, 0.37% active; in the data active = activation above about 33%, passing the limit was not always enough;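 note: cells stimulated with NPY at EC10 then isoproterenol at EC100; 0% = low agonist plus stimulus and 100% = saturating agonist plus stimulus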
EP2 mod = modulates human prostaglandin E2 receptor EP2 signaling. P43116. EP2-expressing cells, cAMP HTRF FRET, PGE2 co-stimulation. induction, % at 25 µM. 260,000 tested, 0.83% active;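 active = compounds whose cAMP rise, as percent of the full-agonist control response, exceeds 60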;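 note: rat C6 glioma line stably carrying human EP2 under a CMV promoter; the protocol text gives 20 µM as final concentration; 100% = response of wells given 1 µM PGE2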
The depositor's hits bear a star; [ ] = another dose, or the depositor's remark. A portion of the library; the hit share may differ from the screen's.

How did C=C(C)CNC(=O)CCc1nnc(C2(c3ccc(Cl)cc3)CCC2)o1 do in these assays?
S1P4 ag: -0.1; S1P4 antagonist: 4; eIF4E 4G PPI: 1; p97 ATPase inh: 0; EP2 antag: 4; NPY-Y1 antag: 2; NPY-Y2 PAM-ag: 1; NPY1 pot ag: -3; EP2 mod: 5

What do the screens show for `O=C1CC(c2ccccc2)Sc2nc3ccccc3n21` (configuration not stated)?
S1P4 ag: -0.1; S1P4 antagonist: -2; eIF4E 4G PPI: -4; p97 ATPase inh: 5; EP2 antag: 6; NPY-Y1 antag: 7; NPY-Y2 PAM-ag: -3; NPY1 pot ag: 5; EP2 mod: 25

Results for C1=C(c2ccc(-c3ccccc3)cc2)Nc2ncnn2C1c1ccco1 (configuration not stated) ?
S1P4 ag: 0.2; S1P4 antagonist: 11; eIF4E 4G PPI: -10; p97 ATPase inh: 1; EP2 antag: 12; NPY-Y1 antag: 2; NPY-Y2 PAM-ag: -18; NPY1 pot ag: 1; EP2 mod: 0

How did O=C(Nn1cnnc1)c1csc2ccccc12 do in these assays?
S1P4 ag: 1.4; S1P4 antagonist: -20; eIF4E 4G PPI: 0; p97 ATPase inh: 1; EP2 antag: 5; NPY-Y1 antag: -2; NPY-Y2 PAM-ag: -5; NPY1 pot ag: -1; EP2 mod: 3

Results for Cc1ccc2c(CC(=O)N3CCN(S(=O)(=O)c4ccc5c(c4)OCCO5)CC3)coc2c1 ?
S1P4 ag: -1.4; S1P4 antagonist: -11; eIF4E 4G PPI: 8[fluorescence artefact?]; p97 ATPase inh: -6; EP2 antag: 5; NPY-Y1 antag: 4; NPY-Y2 PAM-ag: -1; NPY1 pot ag: -8; EP2 mod: -30

How did NNC(=O)CN1C(CN2CCOCC2)=Nc2ccc(Br)cc2C1c1ccccc1 (configuration not stated) do in these assays?
S1P4 ag: 0.3; S1P4 antagonist: -9; eIF4E 4G PPI: 0; p97 ATPase inh: -1; EP2 antag: 4; NPY-Y1 antag: 0; NPY-Y2 PAM-ag: -1; NPY1 pot ag: -1; EP2 mod: 15

How did COc1ccc(NC(=O)Nc2ccc(C)cc2OC(F)F)cc1OC do in these assays?
S1P4 ag: 0.8; S1P4 antagonist: -25; eIF4E 4G PPI: -2[fluorescence artefact?]; p97 ATPase inh: -4; EP2 antag: 9; NPY-Y1 antag: -2; NPY-Y2 PAM-ag: 2; NPY1 pot ag: -8; EP2 mod: -9

What do the screens show for `COCCCNC(=O)C1CCC(CNS(=O)(=O)c2ccc(C)cc2)CC1` (configuration not stated)?
S1P4 ag: 1.1; S1P4 antagonist: 1; eIF4E 4G PPI: 0; p97 ATPase inh: 4; EP2 antag: 8; NPY-Y1 antag: 2; NPY-Y2 PAM-ag: 5; NPY1 pot ag: -4; EP2 mod: 16

What do the screens show for `CC1CN(Cc2cn(C)nc2-c2ccc(Oc3ccccc3)cc2)CCN1C` (configuration not stated)?
S1P4 ag: 0.2; S1P4 antagonist: -13; eIF4E 4G PPI: 2; p97 ATPase inh: -1; EP2 antag: 8; NPY-Y1 antag: 5; NPY-Y2 PAM-ag: 11; NPY1 pot ag: 10; EP2 mod: -26

Results for CC1CCN(CC(CS(=O)(=O)c2ccc([N+](=O)[O-])cc2)N2CCC(C)CC2)CC1 (configuration not stated) ?
S1P4 ag: -1.6; S1P4 antagonist: -1; eIF4E 4G PPI: 3; p97 ATPase inh: 6; EP2 antag: 9; NPY-Y2 PAM-ag: -33; NPY1 pot ag: -1; EP2 mod: -11

What do the screens show for `CCOC(=O)c1ccc(NC2c3ccccc3C(=O)N2c2ccccn2)cc1` (configuration not stated)?
S1P4 ag: 1.8; S1P4 antagonist: -18; eIF4E 4G PPI: -3; p97 ATPase inh: -5; EP2 antag: 12; NPY-Y1 antag: 6; NPY-Y2 PAM-ag: 11; NPY1 pot ag: -6; EP2 mod: 21

What do the screens show for `CC(C)c1nnc(NC(=O)CSc2ncn[nH]2)s1`?
S1P4 ag: 1.0; S1P4 antagonist: 7; eIF4E 4G PPI: 1; p97 ATPase inh: 1; EP2 antag: 8; NPY-Y1 antag: 8; NPY-Y2 PAM-ag: 6; NPY1 pot ag: -9; EP2 mod: 6

Next part (2 carried over from the part before).
What do the screens show for `CCOC(=O)c1ccc(NC2c3ccccc3C(=O)N2c2ccccn2)cc1` (configuration not stated)?
S1P4 ag: 1.8; S1P4 antagonist: -18; eIF4E 4G PPI: -3; p97 ATPase inh: -5; EP2 antag: 12; NPY-Y1 antag: 6; NPY-Y2 PAM-ag: 11; NPY1 pot ag: -6; EP2 mod: 21

What do the screens show for `CC(C)c1nnc(NC(=O)CSc2ncn[nH]2)s1`?
S1P4 ag: 1.0; S1P4 antagonist: 7; eIF4E 4G PPI: 1; p97 ATPase inh: 1; EP2 antag: 8; NPY-Y1 antag: 8; NPY-Y2 PAM-ag: 6; NPY1 pot ag: -9; EP2 mod: 6

What do the screens show for `CCCn1c(SCC(=O)Nc2nccs2)nnc1-c1cccnc1`?
S1P4 ag: 1.8; S1P4 antagonist: 5; eIF4E 4G PPI: 0[fluorescence artefact?]; p97 ATPase inh: -1; EP2 antag: 11; NPY-Y1 antag: 3; NPY-Y2 PAM-ag: -1; NPY1 pot ag: -3; EP2 mod: 10

How did Cc1[nH]c(=S)c(C#N)c(-c2ccccc2)c1C(=O)Nc1ccccc1 do in these assays?
S1P4 ag: -1.7; S1P4 antagonist: 3; eIF4E 4G PPI: 32*; p97 ATPase inh: 6; EP2 antag: 6; NPY-Y2 PAM-ag: 5; NPY1 pot ag: 26; EP2 mod: 49

Results for Cc1ccc(S(=O)(=O)NCC(=O)NCC(=O)OCC(=O)N2CC(=O)Nc3ccccc32)cc1C ?
S1P4 ag: -0.9; S1P4 antagonist: 2; eIF4E 4G PPI: 0; p97 ATPase inh: 3; EP2 antag: 8; NPY-Y1 antag: 6; NPY-Y2 PAM-ag: -3; NPY1 pot ag: -3; EP2 mod: 24

Results for O=C1c2ccc3c4c(ccc(c24)C(=O)N1c1ccc(O)cc1)C(=O)N(c1ccc(O)cc1)C3=O ?
S1P4 ag: -0.4; S1P4 antagonist: 0; eIF4E 4G PPI: 6; p97 ATPase inh: 5; EP2 antag: 6; NPY-Y1 antag: 8; NPY-Y2 PAM-ag: -22; NPY1 pot ag: 15; EP2 mod: 21

What do the screens show for `Cc1ccccc1C(=O)/C=C1/c2ccccc2CC(C)(C)N1C`?
S1P4 ag: -3.1; S1P4 antagonist: -3; eIF4E 4G PPI: 7; p97 ATPase inh: -6; EP2 antag: 8; NPY-Y1 antag: 0; NPY-Y2 PAM-ag: -11; NPY1 pot ag: 13; EP2 mod: -46

What do the screens show for `Cc1ccc(-c2n[nH]c3c2C(c2cccc(O)c2)N(c2ccc(C(=O)O)cc2)C3=O)cc1` (configuration not stated)?
S1P4 ag: -0.3; S1P4 antagonist: -1; eIF4E 4G PPI: 7; p97 ATPase inh: 12; EP2 antag: 6; NPY-Y2 PAM-ag: -13; NPY1 pot ag: -7; EP2 mod: 31

How did O=C(N/C(=C/c1ccccc1)C(=O)N1CCOCC1)c1ccc([N+](=O)[O-])cc1 do in these assays?
S1P4 ag: 2.0; S1P4 antagonist: 2; eIF4E 4G PPI: 3; p97 ATPase inh: -1; EP2 antag: 4; NPY-Y1 antag: 5; NPY-Y2 PAM-ag: 8; NPY1 pot ag: 10; EP2 mod: 8

Results for CC(=O)c1cccc(NC(=O)c2cc3nc(C)cc(C)n3n2)c1 ?
S1P4 ag: -1.3; S1P4 antagonist: -13; eIF4E 4G PPI: -1; p97 ATPase inh: 4; EP2 antag: 29; NPY-Y1 antag: 4; NPY-Y2 PAM-ag: -6; NPY1 pot ag: -21; EP2 mod: -33

Results for Cc1nc(-c2cccc(S(=O)(=O)N3CC(C)CC(C)C3)c2)cs1 (configuration not stated) ?
S1P4 ag: 3.0; S1P4 antagonist: 3; eIF4E 4G PPI: -6; p97 ATPase inh: -5; EP2 antag: 11; NPY-Y1 antag: 1; NPY-Y2 PAM-ag: -16; NPY1 pot ag: 9; EP2 mod: -26

How did CN(C)CCNC(=O)Nc1ccc(F)cc1F do in these assays?
S1P4 ag: 0.8; S1P4 antagonist: -4; eIF4E 4G PPI: 0; p97 ATPase inh: 5; EP2 antag: 5; NPY-Y1 antag: -4; NPY-Y2 PAM-ag: 9; NPY1 pot ag: 8; EP2 mod: -21

Results for CCN(CC)C(=O)CN1CCN(c2ccccc2F)CC1 ?
S1P4 ag: -0.2; S1P4 antagonist: 8; eIF4E 4G PPI: -1; p97 ATPase inh: -4; EP2 antag: 7; NPY-Y1 antag: -4; NPY-Y2 PAM-ag: -2; NPY1 pot ag: -4; EP2 mod: 11

What do the screens show for `COC(=O)C1=NN[C@H](C(=O)OC)[C@H]1c1ccccc1`?
S1P4 ag: 0.9; S1P4 antagonist: 2; eIF4E 4G PPI: 16; p97 ATPase inh: 6; EP2 antag: 4; NPY-Y1 antag: -1; NPY-Y2 PAM-ag: 6; NPY1 pot ag: 3; EP2 mod: 21

How did Cc1cc(C)c(S(C)(=O)=O)c(Oc2ccc(C(C)(C)C)cc2)n1 do in these assays?
S1P4 ag: 0.3; S1P4 antagonist: -11; eIF4E 4G PPI: -1; p97 ATPase inh: -7; NPY-Y1 antag: 11; NPY-Y2 PAM-ag: -11; NPY1 pot ag: -19; EP2 mod: 23

How did CC(=O)Oc1ccc(C(=O)[C@H]2[C@H]3C(=O)N(c4ccc(C)cc4)C(=O)[C@H]3[C@@H]3C=CC=NN32)cc1 do in these assays?
S1P4 ag: 0.2; S1P4 antagonist: -5; eIF4E 4G PPI: -2; p97 ATPase inh: 2; EP2 antag: 9; NPY-Y1 antag: -2; NPY-Y2 PAM-ag: -4; NPY1 pot ag: 0; EP2 mod: -12

How did Cc1ccccc1NC(=O)Cn1nnc(C(=O)NCc2ccco2)c1N do in these assays?
S1P4 ag: 1.7; S1P4 antagonist: -9; eIF4E 4G PPI: 1; p97 ATPase inh: -3; EP2 antag: 4; NPY-Y1 antag: -2; NPY-Y2 PAM-ag: -2; NPY1 pot ag: 3; EP2 mod: 0

How did O=C(CSc1cccc(C(F)(F)F)c1)N1CCN(S(=O)(=O)c2ccccc2)CC1 do in these assays?
S1P4 ag: -1.4; S1P4 antagonist: -9; eIF4E 4G PPI: 4; p97 ATPase inh: 1; EP2 antag: 9; NPY-Y1 antag: -7; NPY-Y2 PAM-ag: 15; NPY1 pot ag: 13; EP2 mod: -11

Results for O=C1CCCCC1S(=O)(=O)c1ccccc1 (configuration not stated) ?
S1P4 ag: 0.8; S1P4 antagonist: -6; eIF4E 4G PPI: 13; p97 ATPase inh: 0; EP2 antag: 3; NPY-Y1 antag: -3; NPY-Y2 PAM-ag: -6; NPY1 pot ag: -7; EP2 mod: 14

Results for O=c1c2cccnc2[nH]c(=S)n1Cc1ccccc1 ?
S1P4 ag: -0.4; S1P4 antagonist: 7; eIF4E 4G PPI: 4; p97 ATPase inh: -1; EP2 antag: 12; NPY-Y1 antag: -2; NPY-Y2 PAM-ag: -12; NPY1 pot ag: -3; EP2 mod: 15

How did Cc1ccccc1-n1nc(-c2cccnc2)cc1C(=O)NN do in these assays?
S1P4 ag: 0.6; S1P4 antagonist: -12; eIF4E 4G PPI: -2; p97 ATPase inh: -4; EP2 antag: 2; NPY-Y1 antag: -4; NPY-Y2 PAM-ag: 1; NPY1 pot ag: -1; EP2 mod: 1
